High-throughput results: PubChem BioAssay, Broad Institute
RAD52 anneal inh: RAD52 DNA annealing inhibitors, primary screen, biochemical, FRET, single point, set 2. DNA repair protein RAD52 homolog (Homo sapiens), P43351. recombinant RAD52 DNA annealing, FRET fluorescence. inhibition, % at 18.7 µM. 360,000 tested, 0.46% active. AID 651710, 2012;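 active = every replicate showing at least 50% inhibition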
RAD54 inh: inhibitors of human RAD54 branch migration, primary screen, biochemical, fluorescence, single point | inhibition, % at 10.4 µM | RAD54 Holliday junction branch migration, FAM/BHQ fluorescence | DNA repair and recombination protein RAD54-like (Homo sapiens), Q92698 | 360,000 tested, 0.14% active;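 active = mean normalized replicate activity at least 40 and at least half of replicates scoring 40 or more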;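 note: 0% = median of neutral control wells and 100% = median of positive control wells; inhibitors cause a drop in the FAM fluorescence signal; in these data hits start at about 50%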
Target sequence (Q92698 whole entry, looked up): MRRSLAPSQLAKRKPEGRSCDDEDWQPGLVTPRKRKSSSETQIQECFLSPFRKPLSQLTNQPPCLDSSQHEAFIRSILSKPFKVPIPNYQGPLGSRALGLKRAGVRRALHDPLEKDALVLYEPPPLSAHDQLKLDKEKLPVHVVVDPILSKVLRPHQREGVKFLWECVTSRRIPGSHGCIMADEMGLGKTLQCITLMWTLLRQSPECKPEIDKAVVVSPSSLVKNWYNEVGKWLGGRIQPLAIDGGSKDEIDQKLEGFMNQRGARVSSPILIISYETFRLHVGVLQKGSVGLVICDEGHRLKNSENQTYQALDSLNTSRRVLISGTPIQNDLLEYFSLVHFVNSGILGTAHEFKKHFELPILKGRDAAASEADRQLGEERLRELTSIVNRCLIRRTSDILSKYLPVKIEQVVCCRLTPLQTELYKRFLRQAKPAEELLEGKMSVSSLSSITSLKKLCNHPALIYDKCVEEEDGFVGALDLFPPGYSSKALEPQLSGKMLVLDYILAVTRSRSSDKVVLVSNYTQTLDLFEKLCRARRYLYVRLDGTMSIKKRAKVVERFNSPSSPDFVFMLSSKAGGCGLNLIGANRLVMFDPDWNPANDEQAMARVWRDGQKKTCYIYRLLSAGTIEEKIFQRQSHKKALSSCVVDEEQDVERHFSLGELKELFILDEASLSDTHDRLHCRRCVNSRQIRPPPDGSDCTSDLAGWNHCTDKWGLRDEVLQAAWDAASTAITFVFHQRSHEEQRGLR
ERp5 inh: inhibitors of ERp5-driven insulin aggregation, primary screen, biochemical, turbidity, absorbance 650 nm, single point | Protein disulfide-isomerase A6 (Homo sapiens), Q15084 | 90 min | inhibition, % at 9.99 µM | 350,000 tested, 0.05% active;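 active = mean replicate inhibition above about 25%, with every replicate also reaching it, limit read from the data, passing the limit was not always enough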
esBAF inh: Bmi1 luciferase reporter increase in mESCs, primary screen, esBAF inhibitor project, mouse ES cells, Bmi1 luciferase knock-in, single point; 24 h; 100% = twice the neutral-well signal; reporter increase, % at 12.5 µM; 350,000 tested, 2% active; AID 602393, 2012; in the data active = activation above about 40%;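 note: 0% = median of the plate's neutral control wells and 100% = double that signal; a rise in the Bmi1 reporter signal indicates esBAF inhibition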
ERAP1 HTS inh: human ERAP1 aminopeptidase inhibitors, primary screen, biochemical, single point, plate reader | inhibition, % at 10.7 µM | recombinant ERAP1, Leu-AMC fluorescence, 60 min | AID 652197, 2013 | 340,000 tested, 0.15% active | Endoplasmic reticulum aminopeptidase 1 (Homo sapiens), Q9NZ08;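 active = mean replicate inhibition of at least 30%, or all replicates individually reaching that 30% level; inactive = mean below 30% and not every replicate reaching it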;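 note: 0% = neutral control wells and 100% = L-leucinethiol positive control wells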
S100A4 inh HTS: inhibitors of S100A4-myosin IIA peptide binding, primary screen, biochemical, fluorescence polarization, TAMRA-MyoIIA peptide | AID 652163, 2013 | 360,000 tested, 0.14% active | inhibition, % at 10.7 µM;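 active = mean inhibition of at least 70% across replicates, with every replicate also reaching that level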
Target sequence (P26447 whole entry, looked up): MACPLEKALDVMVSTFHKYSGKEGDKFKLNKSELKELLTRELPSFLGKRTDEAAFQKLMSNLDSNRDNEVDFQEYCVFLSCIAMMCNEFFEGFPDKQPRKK
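Test system: S100A4 monomer protein; Medium: HEPES pH 7.2 with CaCl2, KCl, NaCl, DTT, Triton; Probe or stimulus: TAMRA-labelled myosin IIA heavy-chain peptide probe, 5 nM; Doses: one dose per compound; Times: polarization read 5 min after assay mix addition, stable 5–60 min; Benchmarks: neutral control DMSO, positive control TFP.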
XiGFP reactiv: activators of inactive X chromosome reactivation, primary screen, imaging, XiGFP fibroblasts, GFP high-content imaging, set 2; XiGFP mouse fibroblasts, % GFP-positive cells imaging, 3 d; cells co-treated with 5-aza-dC sensitizer; scaled so ellipticine positive control = 100%; activation, % at 7.58 µM; 360,000 tested, 0.055% active; AID 743238, 2013;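 active = mean normalized replicate activation at least 10% and every replicate at or above 10%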;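 note: 0% = median of on-plate neutral control wells and 100% = ellipticine 6 µM median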
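Assay system: SV40-immortalized XiGFP fibroblast cells, line 68-5-11; buffer or medium: DMEM plus 5-aza-dC sensitizer; compound: one concentration, pinned; timing: compounds 3 days, fix/stain 15 min at room temperature; benchmarks: positive control ellipticine, 6 µM final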
E-selectin induc: E-selectin induction in HUVECs, primary screen, imaging, HUVEC, immunofluorescence imaging, single point; normalized: neutral wells 0, TNF-alpha wells 100; AID 686992, 2013; P16581; 260,000 tested, 0.37% active; activation, % at 7.58 µM;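 active = mean E-selectin-positive cell signal at least 10% of the positive control, reached in at least 60% of replicates, without over 20% cell loss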;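 note: in these data hits start at about 27%; measured in HUVEC primary endothelial cells; signal is the percent of cells scored E-selectin positive by PE staining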
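Test system: HUVEC; input: 3,000 HUVEC/well; measured by: immunofluorescence imaging; read-out: % PE-positive cells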
Numbers without * were called inactive.

How did COCC#Cc1ccc([C@H]2[C@@H](CO)N3C(=O)CN(C(=O)C4CCCCC4)C[C@H]23)cc1 do in these assays?
RAD52 anneal inh: -13; ERp5 inh: 10; ERAP1 HTS inh: -2; S100A4 inh HTS: -4; XiGFP reactiv: 0.0; E-selectin induc: 0.0

How did COc1cccc(-c2ccc3c(c2)[C@H]2[C@H](CCN2C(=O)c2cccc(F)c2)[C@H](CO)N3)c1 do in these assays?
RAD52 anneal inh: -2; RAD54 inh: 3; ERp5 inh: -3; esBAF inh: 5; ERAP1 HTS inh: -1; S100A4 inh HTS: -6; XiGFP reactiv: 0.1; E-selectin induc: 1.1

How did CCc1c(C)sc(NC(=O)c2cc(C3CC3)on2)c1C#N do in these assays?
RAD52 anneal inh: -16; RAD54 inh: 3; ERp5 inh: -3; esBAF inh: 13; ERAP1 HTS inh: 5; S100A4 inh HTS: -4; XiGFP reactiv: 0.0; E-selectin induc: -0.1

Results for CN(C(=O)Nc1ccc(C(C)(C)C)cc1)C1CCCCC1 ?
RAD52 anneal inh: -1; RAD54 inh: -7; ERp5 inh: 4; ERAP1 HTS inh: -3; S100A4 inh HTS: -5; XiGFP reactiv: 0.0; E-selectin induc: 0.1

Results for CN(C)Cc1csc(NC(=O)Nc2cccc(Cl)c2)n1 ?
RAD52 anneal inh: 12; RAD54 inh: -13; ERp5 inh: -1; esBAF inh: 13; ERAP1 HTS inh: -4; S100A4 inh HTS: 3; XiGFP reactiv: 0.1; E-selectin induc: -0.5

Results for O=C(Nc1cc(C(=O)N2CCOCC2)ccc1N1CCCC1)c1cccs1 ?
RAD52 anneal inh: -21; RAD54 inh: -10; ERp5 inh: 11; esBAF inh: -4; ERAP1 HTS inh: 3; S100A4 inh HTS: -7

Results for C[C@H]1CN([C@@H](C)CO)C(=O)c2cc(NS(=O)(=O)c3cccs3)ccc2O[C@H]1CN(C)Cc1ccc2c(c1)OCO2 ?
RAD52 anneal inh: 6; RAD54 inh: 1; ERp5 inh: 3; esBAF inh: -7; ERAP1 HTS inh: -3; S100A4 inh HTS: -49; XiGFP reactiv: -1.2; E-selectin induc: 0.0

How did C=CC[C@H](CC(=O)N(CCO)Cc1ccccc1)C(=O)N[C@H](COC(=O)[C@@H](CC=C)Cc1ccc(F)cc1)Cc1c[nH]c2ccccc12 do in these assays?
RAD52 anneal inh: -8; RAD54 inh: 8; ERp5 inh: 0; esBAF inh: -1; S100A4 inh HTS: -1; XiGFP reactiv: 0.0; E-selectin induc: -0.3

Results for CC(=O)Nc1ccc(C(=O)COC(=O)CCN2C(=O)C3CC=CCC3C2=O)cc1 (stereo unspecified) ?
RAD52 anneal inh: 3; RAD54 inh: -17; ERp5 inh: 3; ERAP1 HTS inh: -1; S100A4 inh HTS: 0; XiGFP reactiv: 0.2; E-selectin induc: -0.8

What do the screens show for `C[C@@H]1CN([C@H](C)CO)S(=O)(=O)c2ccc(C#CC(C)(C)O)cc2O[C@@H]1CN(C)C`?
RAD52 anneal inh: -1; RAD54 inh: 4; ERp5 inh: 1; esBAF inh: 3; ERAP1 HTS inh: -1; S100A4 inh HTS: 3; XiGFP reactiv: 0.4; E-selectin induc: -0.1

How did COc1cccc(C#Cc2cnc3c(c2)C(=O)N([C@@H](C)CO)C[C@H](C)[C@@H](CN(C)C)O3)c1 do in these assays?
RAD52 anneal inh: 48; RAD54 inh: 7; ERp5 inh: 14; esBAF inh: -6; ERAP1 HTS inh: 2; S100A4 inh HTS: 4; XiGFP reactiv: 0.1; E-selectin induc: 0.6

Results for CC(=O)OC1CCC2(C)C(CCC3C4CC=C(C(C)=O)C4(C)OC(=O)CC32)C1 (stereo unspecified) ?
RAD52 anneal inh: -46; RAD54 inh: -3; ERp5 inh: -9; esBAF inh: 21; ERAP1 HTS inh: 0; S100A4 inh HTS: 2; XiGFP reactiv: 1.5; E-selectin induc: 0.2

Overlap with the part before: 2 entries, followed by the next part.
How did COc1cccc(C#Cc2cnc3c(c2)C(=O)N([C@@H](C)CO)C[C@H](C)[C@@H](CN(C)C)O3)c1 do in these assays?
RAD52 anneal inh: 48; RAD54 inh: 7; ERp5 inh: 14; esBAF inh: -6; ERAP1 HTS inh: 2; S100A4 inh HTS: 4; XiGFP reactiv: 0.1; E-selectin induc: 0.6

Results for CC(=O)OC1CCC2(C)C(CCC3C4CC=C(C(C)=O)C4(C)OC(=O)CC32)C1 (stereo unspecified) ?
RAD52 anneal inh: -46; RAD54 inh: -3; ERp5 inh: -9; esBAF inh: 21; ERAP1 HTS inh: 0; S100A4 inh HTS: 2; XiGFP reactiv: 1.5; E-selectin induc: 0.2

Results for O=C(C[C@H]1C[C@H]2c3cc(NC(=O)NC4CCCC4)ccc3O[C@H]2[C@@H](CO)O1)NCCN1CCCCC1 ?
RAD52 anneal inh: -10; RAD54 inh: -3; ERp5 inh: 2; esBAF inh: 5; ERAP1 HTS inh: -3; S100A4 inh HTS: 15; XiGFP reactiv: -0.1; E-selectin induc: -0.2

What do the screens show for `CN(C)C=Nc1nc2ccccc2nc1N1CCCC1`?
RAD52 anneal inh: -16; ERp5 inh: -3; ERAP1 HTS inh: -3; S100A4 inh HTS: -9; XiGFP reactiv: 0.4; E-selectin induc: -0.2

How did CS(=O)(=O)N1[C@H](CO)[C@@H](c2ccccc2)C12CN(C(=O)C1CC1)C2 do in these assays?
RAD52 anneal inh: 1; ERp5 inh: -1; ERAP1 HTS inh: 0; S100A4 inh HTS: 6; XiGFP reactiv: 0.0; E-selectin induc: -0.1

Results for Cc1cc(=O)n2[nH]c(NCc3c(F)cccc3Cl)nc2n1 ?
RAD52 anneal inh: 0; RAD54 inh: 11; ERp5 inh: 17; esBAF inh: 2; ERAP1 HTS inh: -1; S100A4 inh HTS: -3; XiGFP reactiv: 0.0; E-selectin induc: -1.2

How did CN(C)C(=O)c1ccc(NC(=O)COc2cccc3c2OC(C)(C)C3)cc1 do in these assays?
RAD52 anneal inh: -2; RAD54 inh: -4; ERp5 inh: -4; esBAF inh: 4; ERAP1 HTS inh: 2; S100A4 inh HTS: -1; XiGFP reactiv: -0.1; E-selectin induc: 0.4

Results for C[C@@H]1CN([C@H](C)CO)C(=O)c2cc(NC(=O)Nc3ccc(C(F)(F)F)cc3)ccc2O[C@@H](C)CCCCO[C@@H]1CN(C)Cc1ccc(Cl)c(Cl)c1 ?
RAD52 anneal inh: -7; RAD54 inh: 1; ERp5 inh: -3; esBAF inh: 6; ERAP1 HTS inh: -1; S100A4 inh HTS: 5; XiGFP reactiv: 0.2; E-selectin induc: 0.3

What do the screens show for `Cc1cc(C)c2c(=O)[nH]n(C3CCOC(C)(C)C3)c2n1` (stereo unspecified)?
RAD52 anneal inh: -10; RAD54 inh: -13; ERp5 inh: -8; esBAF inh: -43; ERAP1 HTS inh: -4; S100A4 inh HTS: -2; XiGFP reactiv: -0.1; E-selectin induc: 0.2

How did CCN(C[C@H]1[C@H](c2ccc(-c3ccccc3)cc2)[C@H](CO)N1CC1CC1)C(C)=O do in these assays?
RAD52 anneal inh: -6; RAD54 inh: 4; ERp5 inh: 1; esBAF inh: 0; ERAP1 HTS inh: -5; S100A4 inh HTS: 1; XiGFP reactiv: 0.2; E-selectin induc: -0.1

What do the screens show for `O=C(CCN1CCN(c2ccc([N+](=O)[O-])cc2)CC1)c1ccc(Cl)cc1`?
RAD52 anneal inh: -9; RAD54 inh: -3; ERp5 inh: 7; esBAF inh: -4; ERAP1 HTS inh: -2; S100A4 inh HTS: 3; XiGFP reactiv: 0.1; E-selectin induc: 0.4

How did CCCCN(C(=O)c1cc2c(s1)CCC2)c1c(N)n(CC(C)C)c(=O)[nH]c1=O do in these assays?
RAD52 anneal inh: -20; RAD54 inh: -5; ERp5 inh: -4; esBAF inh: -3; ERAP1 HTS inh: 0; S100A4 inh HTS: 5; XiGFP reactiv: 0.3

How did Cn1cnc(S(=O)(=O)N[C@H]2C=C[C@@H](CC(=O)NCC3CC3)O[C@H]2CO)c1 do in these assays?
RAD52 anneal inh: -4; RAD54 inh: -2; ERp5 inh: -3; esBAF inh: -1; ERAP1 HTS inh: 1; S100A4 inh HTS: 10; XiGFP reactiv: 0.0; E-selectin induc: -0.3

Results for COc1ccc(S(=O)(=O)N2CCOC2CNC(=O)C(=O)NCCCN2CCOCC2)cc1C (stereo unspecified) ?
RAD52 anneal inh: -3; RAD54 inh: -2; ERp5 inh: -3; esBAF inh: 3; ERAP1 HTS inh: -4; S100A4 inh HTS: -2; XiGFP reactiv: -0.2; E-selectin induc: 0.9

Results for C/C=C(\C)C(=O)Nc1cccc(C2=NOC3(C2)C[C@H](C(N)=O)N(C(=O)CC#N)C3)c1 (stereo partly specified) ?
RAD52 anneal inh: -41; RAD54 inh: 1; ERp5 inh: -3; esBAF inh: -6; ERAP1 HTS inh: 1; S100A4 inh HTS: 0; XiGFP reactiv: 0.1; E-selectin induc: -0.1

How did Cc1occc1C(=O)N1CCN(c2ccc(Cl)cc2)CC1 do in these assays?
RAD52 anneal inh: -52; RAD54 inh: 11; ERp5 inh: -2; esBAF inh: -6; ERAP1 HTS inh: -4; S100A4 inh HTS: 2; XiGFP reactiv: 0.0; E-selectin induc: -0.1

What do the screens show for `COC(=O)c1c(C)[nH]c(C(=O)C(C)OC(=O)C2CC2C)c1C` (stereo unspecified)?
RAD52 anneal inh: 4; RAD54 inh: 2; ERp5 inh: 7; esBAF inh: 0; ERAP1 HTS inh: 0; S100A4 inh HTS: -1; XiGFP reactiv: 0.0; E-selectin induc: -0.3

Results for Cc1ccccc1C1N=C2Oc3ccccc3C=C2C(=O)N1 (stereo unspecified) ?
RAD52 anneal inh: -2; ERp5 inh: -3; ERAP1 HTS inh: -24; S100A4 inh HTS: 4; XiGFP reactiv: 1.9; E-selectin induc: 1.1

Results for COc1ccc(/C=N/n2c(C)cc(C)cc2=O)cc1 ?
RAD52 anneal inh: -9; ERp5 inh: -4; esBAF inh: 2; ERAP1 HTS inh: -7; S100A4 inh HTS: -7; XiGFP reactiv: 0.0; E-selectin induc: 2.4

How did CCCC(=O)N1CC2(CN(C(=O)C3CC3)C2)c2c(n(C)c3cc(OC)ccc23)[C@@H]1CO do in these assays?
RAD52 anneal inh: 11; ERp5 inh: 1; ERAP1 HTS inh: 0; S100A4 inh HTS: 3; XiGFP reactiv: 0.0; E-selectin induc: 0.3

What do the screens show for `CCC(=O)N1[C@H](CN(C)C(=O)c2cccc(F)c2)[C@@H](c2ccccc2)[C@@H]1CO`?
RAD54 inh: -3; esBAF inh: -1; XiGFP reactiv: 0.3; E-selectin induc: 0.3

How did O=C(NCC(c1cccs1)N1CCOCC1)c1cn(-c2ccccc2)nc1-c1ccccc1 (stereo unspecified) do in these assays?
RAD52 anneal inh: -32; RAD54 inh: 4; ERp5 inh: -2; esBAF inh: 0; ERAP1 HTS inh: 0; S100A4 inh HTS: -1; XiGFP reactiv: -0.1

What do the screens show for `Cc1cccc(Cn2cc3c(=O)n(Cc4cccc(F)c4)nc-3c3ccccc32)c1`?
RAD52 anneal inh: -59; RAD54 inh: -5; ERp5 inh: -7; esBAF inh: -2; ERAP1 HTS inh: 0; S100A4 inh HTS: -1; XiGFP reactiv: 0.0; E-selectin induc: 0.0
